# High-throughput results as filed in PubChem BioAssay.
# Kir21 block – inhibitors of mouse Kir2.1 inward-rectifier potassium channel. B-score at 10 µM. HEK293-Kir2.1, FluxOR thallium flux fluorescence; active compounds read low. actives 0.85% (n = 310,000). Inward rectifier potassium channel 2 (Mus musculus), P35561;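 active = fluorescence ratio B-score at or below minus 3 SD of library scores, with starting-brightness B-score within 2 SD, cut at about -4.2 in these data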;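 note: channel flux triggered by added potassium and thallium sulfate stimulus; B-score of peak minus minimum fluorescence over baseline after thallium stimulus; more negative B-score means stronger Kir2.1 block with less thallium influx; some compounds called inactive have numbers as strong as hits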
# Target sequence (P35561 whole entry, looked up): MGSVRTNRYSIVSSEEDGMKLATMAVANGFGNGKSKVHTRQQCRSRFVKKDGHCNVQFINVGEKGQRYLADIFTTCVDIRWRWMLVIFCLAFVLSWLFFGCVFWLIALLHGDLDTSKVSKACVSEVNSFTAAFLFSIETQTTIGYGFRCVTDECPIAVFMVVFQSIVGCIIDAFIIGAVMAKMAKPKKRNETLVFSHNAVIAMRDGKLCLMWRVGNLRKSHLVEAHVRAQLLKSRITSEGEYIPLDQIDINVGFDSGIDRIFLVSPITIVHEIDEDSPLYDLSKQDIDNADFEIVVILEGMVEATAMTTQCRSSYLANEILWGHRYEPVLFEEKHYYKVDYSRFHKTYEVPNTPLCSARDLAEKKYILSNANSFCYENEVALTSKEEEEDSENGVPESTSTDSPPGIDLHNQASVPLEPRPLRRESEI
# CHT block – inhibitors of human choline transporter CHT. B-score at 10 µM. CHT-expressing cells, membrane potential dye, choline response; active compounds read low. actives 0.86% (n = 310,000). High affinity choline transporter 1 (Homo sapiens), Q9GZV3;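 active = B-score over 3 SD under the library average, and starting fluorescence ratio not unusually high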;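 note: choline stimulus applied at its EC90 after an EC20 pre-addition; B-score computed on integrated fluorescence ratio after choline addition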
# Target sequence (Q9GZV3 whole entry, looked up): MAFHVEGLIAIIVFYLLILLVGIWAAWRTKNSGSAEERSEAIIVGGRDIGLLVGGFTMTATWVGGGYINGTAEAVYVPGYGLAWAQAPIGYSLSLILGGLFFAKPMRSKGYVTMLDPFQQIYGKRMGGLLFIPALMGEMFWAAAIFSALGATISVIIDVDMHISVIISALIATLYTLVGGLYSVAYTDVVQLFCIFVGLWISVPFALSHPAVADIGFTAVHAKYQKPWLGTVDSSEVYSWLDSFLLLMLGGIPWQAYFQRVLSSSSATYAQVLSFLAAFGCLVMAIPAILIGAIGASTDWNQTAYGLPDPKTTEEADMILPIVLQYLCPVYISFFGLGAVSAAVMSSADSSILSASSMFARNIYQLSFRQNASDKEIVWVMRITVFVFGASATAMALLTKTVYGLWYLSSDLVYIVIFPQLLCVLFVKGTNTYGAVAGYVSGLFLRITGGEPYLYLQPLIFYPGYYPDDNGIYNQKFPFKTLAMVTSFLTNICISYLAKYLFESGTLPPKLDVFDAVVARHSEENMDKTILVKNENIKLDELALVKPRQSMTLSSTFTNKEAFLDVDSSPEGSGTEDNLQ
# An asterisk follows results filed as active; i = inactive; / = not tested or not shown. An unsorted share of the library. Share with any hit: about 1.6%.
mol	Kir21 block	CHT block
O=C(NC1CC(=O)N(c2ccc3c(c2)OCCO3)C1)N1CCCCC1 (stereo unspecified)	-1.9	i
CCCc1cc(=O)oc2cc(C)cc(OC(C)C(=O)NCc3cccnc3)c12 (stereo unspecified)	-0.48	i
CCN(CC)CCCn1c2c(c(SCC(=O)N3CCCc4ccccc43)nc1=O)CCC2	1.4	i
COc1ccc(-c2csc(NC(=O)C3CCN(C(=O)c4ccc(F)cc4)CC3)n2)cc1OC	0.39	i
O=C(NCc1ccc(F)cc1)c1nc(-c2cccs2)no1	-1.2	i
Cc1nnc(NC(=O)CSc2nc3c(c(=O)n2CCc2ccccc2)SC(C)C3)s1 (stereo unspecified)	0.25	i
O=c1[nH][nH]c(C(F)(F)F)c1/C=N/N1CCOCC1	0.14	i
COc1ccc(Cl)cc1NC(=O)CN(C)C(=O)CN1C(=O)NC2(CCCC2)C1=O	-0.97	i
CCOC(=O)N1CCC(N2Cc3cccc(C(=O)Nc4ccc(N(CC)CC)cc4C)c3C2=O)CC1	-0.86	i
COc1ccccc1OCC(=O)NCCSCc1ccc(Cl)cc1	-4.7*	i
Cc1ccc(NC(=O)c2cc(N3C(=O)CCC3=O)ccc2N2CCOCC2)cc1	0.79	i
Cc1cccc(C(=O)Nc2nsc(N)n2)c1	0.18	i
COC(=O)c1c(NC(NC(=O)C(C)(C)C)C(Cl)(Cl)Cl)sc2c1CCC2 (stereo unspecified)	0.99	i
CNc1cc([N+](=O)[O-])ccc1OCc1ccccc1	0.94	i
COc1ccc(C(=O)NNC(=O)CSc2nnc(C3CC3)n2C)cc1	-1.2	i

# Quoted from the entries so far (two entries):
mol	Kir21 block	CHT block
CNc1cc([N+](=O)[O-])ccc1OCc1ccccc1	0.94	i
COc1ccc(C(=O)NNC(=O)CSc2nnc(C3CC3)n2C)cc1	-1.2	i

# The list continues:
mol	Kir21 block	CHT block
Cc1nn(C(=O)Cn2ccc([N+](=O)[O-])n2)c(C)c1Cl	-0.49	i
Fc1ccc(Oc2ccnc(Cl)n2)c(Cl)c1	0.85	i
COc1cccc(NC(=O)COC(=O)Cc2ccc(Cl)cc2)c1	0.01	i
CCO[C@@H]1OC(C(=O)N2CCN(Cc3ccccc3)CC2)=C[C@H](c2coc3ccccc3c2=O)[C@H]1CCCO	-0.07	i
Cn1c(=O)cc(OCCCC(=O)Nc2ccccn2)c2ccccc21	0.02	i
Cc1sc(N)nc1-c1ccc2c(c1)OCCO2	-0.04	i
O=S(=O)(c1ccc2c(c1)OCCO2)N1CCc2ccccc21	-1.6	i
COc1ccc(C(=O)Nc2nc3ccc(S(C)(=O)=O)cc3s2)cc1	0.3	i
CCC(C)NC(=O)c1ccc(CS(=O)(=O)c2ccc(OC)cc2)o1 (stereo unspecified)	-0.04	i
O=C(NCCNC(=O)c1ccccc1Br)c1cccnc1	0.39	i
CC(C)N(C(=S)Nc1cccc(C(F)(F)F)c1)C(C)c1ccccn1 (stereo unspecified)	1.4	i
Cc1c(Cl)c(C(F)(F)F)nn1CC(=O)NN	-0.62	i
COc1ccc(C(=O)C2CCCN(S(=O)(=O)c3ccccc3F)C2)c(C)c1 (stereo unspecified)	0.02	i
O=C(N=C1SC2CS(=O)(=O)CC2N1c1ccc(Cl)c(Cl)c1)C1CCCO1 (stereo unspecified)	-0.68	i
C/C(=N\NC(=O)c1nnn(-c2nonc2N)c1CSc1ccc(Cl)cc1)c1ccco1	0.72	i

# Next section:
mol	Kir21 block	CHT block
S=C(NCCc1ccccc1)Nc1cccc2cnccc12	0.58	i
Cc1ccccc1NS(=O)(=O)c1cc(C(=O)N2CCCC2)ccc1Cl	-0.76	i
OCCC1CN(Cc2cnc(N3CCCC3)s2)CCN1C1CCCC1 (stereo unspecified)	-0.85	i
Cc1ccc(Cc2cnc(NC(=O)c3ccco3)s2)cc1	2	i
O=C1C(=O)N(c2ccccc2)C(c2ccccc2[N+](=O)[O-])/C1=C(\O)c1ccccc1 (stereo unspecified)	0.68	i
OCCNCCCCCOc1ccc(F)cc1	0.8	i
CCOc1ccc(/C=C2/Sc3ccc(C(=O)N4CCN(C(=O)c5ccco5)CC4)cc3N(C)C2=O)cc1OC	0.25	i
Cc1ccc(C)c(-n2c(SCC(=O)N3CCC(C(=O)O)CC3)nnc2-c2cccc(Cl)c2)c1	-0.56	i
COCCNC(=O)c1cc(S(=O)(=O)N2CCCCC2)ccc1N1CCOCC1	1.8	i
CCOC(=O)C1CCCN(C(=S)Nc2ccc(F)cc2)C1 (stereo unspecified)	2.1	i
Cc1cc(C)c(S(=O)(=O)/N=C2\C=CC(=O)C(Cl)=C2)c(C)c1	/	i
COC(=O)c1ccc(C)c(NC(=O)CN2C(=O)c3ccccc3S2(=O)=O)c1	0.68	i
O=C(CN1c2ccccc2S(=O)(=O)c2ccccc21)NCc1ccc(F)cc1	0.81	i
COc1ccc(OC)c(NC(=O)CSc2nnc(Cc3cccn3C)n2CCc2ccccc2)c1	-2.5	i
CCCC(c1nnnn1CCOC)N1CCN(Cc2ccccc2)CC1 (stereo unspecified)	-0.16	i

# Remaining list, next part:
mol	Kir21 block	CHT block
CC(=O)Oc1ccc2occ(-c3ccccc3)c2c1	0.08	i
CCOC(=O)C1CCN(S(=O)(=O)c2ccc(OC)c(C(=O)N3CCCCCC3)c2)CC1	-1.2	i
O=C(COC(=O)/C=C/c1cccc(C(F)(F)F)c1)NC(c1ccccc1)c1ccccc1	0.34	i
O=S(=O)(NCC1CCCO1)c1cnc(Cl)c(Br)c1 (stereo unspecified)	-0.78	i
N/C(Cc1ccc([N+](=O)[O-])cc1)=N\OC(=O)COc1ccccc1Cl	1.5	i
COc1cc(C(=O)N2CCN(CCCc3ccccc3)CC2)cc(OC)c1OC	-0.37	i
CC(=O)Nc1cccc(NC(=O)c2ccc(C)c([N+](=O)[O-])c2)c1	0.04	i
COC(C/C=C/[C@@H](O)[C@H](C)OCc1ccccc1)OC	1.3	i
Cc1ccc(S(=O)(=O)N2N=C3CCCCC3C2(O)C(F)(F)F)cc1 (stereo unspecified)	-0.01	i
Cc1ccc(C(=O)CN(CCCC(N)=O)S(=O)(=O)c2ccc([N+](=O)[O-])cc2)cc1	/	i
CC(O)CNc1ccc([N+](=O)[O-])cc1S(=O)(=O)N1CCOCC1 (stereo unspecified)	-0.39	i
O=C1CC(c2ccccc2)c2c(O)cc(O)cc2O1 (stereo unspecified)	1.1	i
CC1(C)C(=O)N(c2ccccc2Cl)C(=O)c2ccccc21	-1.8	i
O=C(NNC(=O)c1cc(OCC(F)(F)F)ccc1OCC(F)(F)F)c1cccc(C(F)(F)F)c1	0.77	i
COc1ccc(Br)cc1C1SCCN1S(C)(=O)=O (stereo unspecified)	0.02	i

# Later entries.
mol	Kir21 block	CHT block
Cc1cccc(NCC(=O)N/N=C/c2ccc(Br)cc2)c1	-1	i
CCOC(=O)CSCC(=O)Nc1c(C(=O)C2CC2)oc2ccccc12	-1.1	i
O=C(CSC1=NC(=O)C(c2ccccc2)C(=O)N1)Nc1cccc(Cl)c1 (stereo unspecified)	-2.4	i
O=C1C(C2=C(O)c3ccccc3C2=O)=Nc2ccccc21	-0.02	i
C[C@H](NC(=O)Cn1cncn1)c1ccccc1	-1.6	i
NCC(c1ccccc1)(c1ccccc1)c1ccccc1	-4.8*	i
COc1ccc(CCN2C(=O)CN=C2Nc2ccc(F)cc2)cc1OC	1.2	i
CCCc1nn2c(=O)cc(CSCC(=O)Nc3ccc(C)cc3)nc2s1	1.3	i
CCc1cc2c(SCc3ccc(C(=O)OC)o3)ncnc2s1	-2.5	i
COc1ccc(N(CC(=O)Nc2cc(OC)ccc2OC)S(=O)(=O)c2c(C)noc2C)cc1	0.01	i
O=C(Nc1cccc(F)c1)Nc1ccc2c(c1)C(=O)OC2	-1.6	i
Cc1cc(C)nc(-n2nc(C)c(C3(O)C(=O)Nc4ccc(F)cc43)c2N)n1 (stereo unspecified)	-0.51	i
Cc1ccc(N(O)C(=O)NCCCCNC(=O)N(O)c2ccc(C)cc2)cc1	-1.2	i
COc1ccc(Br)cc1C(=O)Nc1cc(C)cc(C)c1	-0.07	i
Cc1ccc(C)c(N2CCN(c3ccc(N4C(=O)COCC4=O)cc3[N+](=O)[O-])CC2)c1	0.46	i

# Remaining list, next part:
mol	Kir21 block	CHT block
COc1ccc(CNC(=O)c2ccc(N(C)S(=O)(=O)c3ccc(C)cc3)cc2)cc1	-7.3	i
Cc1cc(C)c2c(N)c(C(=O)c3ccc(Cl)cc3)sc2n1	-2	i
O=C(N/N=C1\CCc2ccccc21)c1ccccc1Cl	0.97	i
COc1cc(SC)ccc1C(=O)N1CCN(c2ccccc2)CC1	0.36	i
O=C(CNC(=O)c1ccc(Br)cc1)NCC(=O)OCc1ccc(Cl)cc1	-0.5	i
O=C(COC(=O)/C=C/c1cccc(F)c1)Nc1ccccc1	2	i
COC(=O)c1ccc(CN2[C@H](C(=O)OC)C[C@@]3(O)[C@H](O)[C@H](O)[C@H](O)C[C@@H]23)cc1	-0.78	i
COc1cccc(SCc2noc(C(=O)NCC3CC3)c2C(=O)NCC2CC2)c1	-0.73	i
O=C1N/C(=C/c2ccc(Br)cc2)C(O)=C1C=NCc1ccccc1	-0.6	i
COc1ccc(CN(CCC#N)C(=S)NC(=O)c2ccccc2)cc1	-1.4	i
CCOC(=O)C1(C)NC(c2cccs2)C2C(=O)N(c3ccc(C)cc3)C(=O)C21 (stereo unspecified)	1.1	i
Cc1ccc2nc(SCc3ccc([N+](=O)[O-])cc3)nc(C)c2c1	-0.81	i
COc1ccc(C(CC(=O)O)NC(=O)C2CCCCC2)cc1 (stereo unspecified)	-0.33	i
O=C(Nc1ccccc1)N(CCCN1CCOCC1)Cc1ccccc1F	-0.36	i
COc1cccc(CN2CCC(CO)(CC3CCCCO3)CC2)c1 (stereo unspecified)	-1.3	i

# Following part
compound | Kir21 block | CHT block
CC(=O)Nc1cccc(C(=O)OCC(=O)NNC(=O)c2cccs2)c1 | 0.95 | i
CCOc1ccc(NC(=O)C(C)C(Cc2ccc(C)cc2)C(=O)O)cc1 (stereo unspecified) | 0.7 | i
COc1ccc(/C=N/Nc2nc(NCc3ccco3)nc(Nc3ccc(OC)cc3)n2)cc1 | -0.81 | i
COc1ccc(C(=O)NCc2csc(-c3cccs3)n2)cc1 | 1.2 | i
CS(=O)(=O)N1N=C(c2ccccc2)CC1c1ccc2nccnc2c1 (stereo unspecified) | 1.3 | i
Cn1cccc1C(=O)NC(=O)CSc1cccc[n+]1[O-] | -0.13 | i
COc1ccc(-c2coc3c(CN4CCOCC4)c(O)ccc3c2=O)cc1 | -0.96 | i
COCCN(Cc1cn(C)nc1-c1ccccc1F)C(C)C | -1.1 | i
CCCn1nc(C(=O)OCC(=O)Nc2ncc(Cl)c(C)c2Cl)c2ccccc2c1=O | -0.22 | i
O=C(CSc1ccccn1)N1CCCC(Nc2ccc(F)c(F)c2)C1 (stereo unspecified) | -3.6 | i
O=C(COc1ccccc1Cl)Nc1ccc2c(c1)OCO2 | -1.2 | i
c1ccc2[nH]c(CSc3nnc(-c4ccncc4)o3)nc2c1 | -0.73 | i
O=C1Nc2ccccc2C1c1ncc(C(F)(F)F)cc1Cl (stereo unspecified) | -0.07 | i
CCn1cc(/C=N\NC(=O)COc2cccc(C)c2C)c(C)n1 | -0.61 | i
C=CCNc1nc(-c2c(C)nc3sccn23)cs1 | -2.6 | i
CCc1cc(=O)oc2c(C)c(OCC(=O)NCCCn3ccnc3)ccc12 | -0.45 | i
CN(c1ccc(C(=O)NCc2ccncc2)cc1)S(=O)(=O)c1ccc(Cl)cc1 | 1.7 | i
COc1ccc2cc3cc(C(=O)NCCc4ccc(OC)c(OC)c4)oc3nc2c1 | 1.4 | i
CCOc1ccccc1CNC(=O)Cn1ccc2cc(S(=O)(=O)N3CCCC3)ccc21 | -0.46 | i
CCOc1ccc(CNC(=O)CCc2cn(C)c3ccccc23)cc1 | 2.4 | i
O=C(c1cc2ccccc2o1)N1CCCC1 | 1.5 | i
CC(C)(C)NC(=O)C(c1cccs1)N(Cc1cccs1)C(=O)c1ccc(CN2CCOCC2)o1 (stereo unspecified) | -0.54 | i
Cc1ccc(S(=O)(=O)n2nc(OC(=O)C3CCCCC3)cc2N)cc1 | 1.8 | i
C/C(=N/NC(=O)CNC(=O)/C=C/c1ccco1)c1ccc(Cl)cc1 | -0.17 | i
O=c1c(-c2ccc(F)cc2)coc2c3c(ccc12)OCCO3 | -0.31 | i

# Additional records:
compound | Kir21 block | CHT block
Cc1ccc(Cl)cc1-n1c(=O)cc(N2CC(C)OC(C)C2)[nH]c1=O (stereo unspecified) | 3.1 | i
CN(C)S(=O)(=O)c1ccc(S(=O)(=O)NCCN2CCOCC2)cc1 | 1.4 | i
Cc1ccc(C(=O)NC2CCN(C(=O)N3CCOCC3)CC2)cc1 | -1.5 | i
O=S(=O)(/N=C(/Nc1ccccn1)c1ccc(Cl)cc1)c1ccc(Cl)cc1 | 0.86 | i

# Rewritten with values under each structure: part of the list above
# Fields – Kir21 block	CHT block
Cc1ccc(Cl)cc1-n1c(=O)cc(N2CC(C)OC(C)C2)[nH]c1=O (stereo unspecified)
 : 3.1	i
CN(C)S(=O)(=O)c1ccc(S(=O)(=O)NCCN2CCOCC2)cc1
 : 1.4	i
Cc1ccc(C(=O)NC2CCN(C(=O)N3CCOCC3)CC2)cc1
 : -1.5	i
O=S(=O)(/N=C(/Nc1ccccn1)c1ccc(Cl)cc1)c1ccc(Cl)cc1
 : 0.86	i
